AMA1-RON2 inh – AMA1-RON2 (P. falciparum) interaction inhibition. AlphaScreen AMA1-biotinylated RON2 peptide binding. Potency, µM (top dose mostly 58.2 µM), without a hit: at the top dose activity change, negative = inhibition, hits mostly inhibitors. 360,000 tested, 0.2% active. AID 720542;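 note: potency is the fitted concentration of half-maximal effect; 0% = vehicle wells and -100% = peptide control; nearly all actives have a fitted effect of over 45% in size; some results filed as inactive show a strong effect at the top dose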
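AMA1 (3D7) with his tag at 25 nM final met compounds first, then biotinylated RON2 peptide at 25 nM; detection used donor plus acceptor beads, 10 µg/mL apiece, read by AlphaScreen after 30 min at room temperature.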
AmpC inh detg – blocks E. coli AmpC beta-lactamase in detergent assay. P00811. AID 485294. AmpC hydrolysis of nitrocefin, absorbance 480 nm, 0.01% Triton. Potency, µM (highest dose often 114 µM), inactives show top-dose activity change, negative = inhibition, usual class: inhibitors. 370,000 tested, 0.041% active;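 note: potency is the fitted concentration of half-maximal effect; 0% = no-compound wells and -100% = no-enzyme wells; nearly all actives have a fitted effect of over 25% in size; some results filed as inactive show a strong effect at the top dose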
Target sequence (P00811 whole entry, looked up): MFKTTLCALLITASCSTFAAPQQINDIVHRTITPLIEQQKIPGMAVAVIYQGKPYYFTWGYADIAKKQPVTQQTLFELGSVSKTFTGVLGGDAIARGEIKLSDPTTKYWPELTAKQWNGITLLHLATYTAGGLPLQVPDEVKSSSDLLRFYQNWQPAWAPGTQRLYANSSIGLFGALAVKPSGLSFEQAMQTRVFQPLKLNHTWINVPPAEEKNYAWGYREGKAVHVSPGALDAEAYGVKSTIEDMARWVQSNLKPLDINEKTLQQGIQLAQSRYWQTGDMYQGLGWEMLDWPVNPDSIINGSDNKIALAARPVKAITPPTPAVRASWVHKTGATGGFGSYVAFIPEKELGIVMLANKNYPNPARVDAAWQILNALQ
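AmpC (5.3 nM in the dispensed reagent) in 20 mM phosphate pH 7.0 with 0.01% (detergent screen) or 0.0001% Triton X-100 was preincubated with compounds for 15 min at room temperature. Nitrocefin was then added from an 800 uM solution, and hydrolysis was followed at 480 nm.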
AmpC no deterg – inhibitors of E. coli AmpC beta-lactamase without detergent. AmpC nitrocefin hydrolysis, absorbance 480 nm, 0.0001% Triton. 330,000 tested, 0.52% active. Potency, µM (top dose mostly 57.1 µM), for inactives: at the top dose activity change, negative = inhibition, usual class: inhibitors. P00811;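 note: potency is the fitted concentration of half-maximal effect; plate controls were no compound for no effect and no enzyme for full effect; nearly all actives have a fitted effect of over 20% in size; some results filed as inactive show a strong effect at the top dose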
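20 mM phosphate pH 7.0 + 0.01% (detergent screen) or 0.0001% Triton X-100; 5.3 nM AmpC reagent; cpd preinc 15 min RT; nitrocefin (800 uM stock) to start; A480 q20 s × 4 min; Activity was normalised to no-enzyme and no-compound control wells.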
Tb PYK inh – blocks Trypanosoma brucei pyruvate kinase; Q57TT1; TbPYK enzyme, Kinase-Glo Plus ATP luminescence, 45 min; Potency, µM (top dose mostly 76.8 µM), inactives show top-dose activity, negative = inhibition, actives largely listed as inhibitors; 410,000 tested, 0.12% active; AID 624173; note: potency is the fitted concentration of half-maximal effect; nearly all actives have a fitted effect of over 50% in size
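Glycolytic pyruvate kinase of T. brucei was incubated with substrate, test compound and 130 uM ADP for 45 minutes at room temperature. Luminescent Kinase-Glo Plus signal was measured after 10 minutes.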
HCMV inh – blocks human cytomegalovirus replication. HFF cells, HCMV-luciferase reporter, 72 h; hits give low values. activity change, negative = inhibition, % at 57.5 µM. 410,000 tested, 4.5% active; in the data active = activity change below about -60%; inconclusive = no clear call, values can overlap the other calls; inactive = above about -39%
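Two-dose cell screen: HFF monolayers treated with compounds and infected with luciferase-expressing HCMV at 1 PFU/cell, 72 h at 37C, then lysed for luciferase measurement.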
LmPK inh – inhibitors of Leishmania mexicana pyruvate kinase | Q27686 | purified LmPK, Kinase-Glo ATP luminescence, 1 h | Potency, µM (top dose mostly 57.5 µM), without a hit: at the top dose activity change, negative = inhibition, usual class: inhibitors | 290,000 tested, 0.37% active | AID 1721; note: potency is the fitted concentration of half-maximal effect
Target sequence (Q27686 whole entry, looked up): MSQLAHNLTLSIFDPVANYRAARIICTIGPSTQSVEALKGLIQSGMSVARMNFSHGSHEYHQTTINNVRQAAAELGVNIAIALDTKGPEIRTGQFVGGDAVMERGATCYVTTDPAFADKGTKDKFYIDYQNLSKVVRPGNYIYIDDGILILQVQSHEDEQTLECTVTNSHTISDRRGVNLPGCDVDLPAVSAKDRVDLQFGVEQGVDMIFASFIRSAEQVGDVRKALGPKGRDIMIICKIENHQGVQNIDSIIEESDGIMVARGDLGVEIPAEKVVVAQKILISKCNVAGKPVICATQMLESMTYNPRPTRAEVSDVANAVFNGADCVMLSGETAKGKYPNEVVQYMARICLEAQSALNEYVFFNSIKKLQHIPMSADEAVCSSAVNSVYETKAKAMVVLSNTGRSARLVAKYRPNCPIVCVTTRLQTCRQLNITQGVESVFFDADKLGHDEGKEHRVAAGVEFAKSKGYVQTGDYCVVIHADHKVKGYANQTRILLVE
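Kinase-Glo luminescence read after 1 h RT reaction of 0.1 nM LmPK with 0.5 mM PEP and 0.1 mM ADP. Activity scaled between uninhibited and enzyme-free controls.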
HCV inh – HCV inhibition. Huh7.5.1 HCVcc-Cre infection, luciferase reporter, 44 h. Potency, µM (top dose mostly 41.8 µM), for the others: at the top dose activity change, negative = inhibition, hits mostly inhibitors. 340,000 tested, 3.4% active. AID 651820; note: potency is the fitted concentration of half-maximal effect
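Compounds are dispensed onto cells plated 4 h earlier at 1,000 per well, with HCVcc-Cre virus (about 0.5 moi) added next. Following 44 h of culture, luminescent signal is measured for 15 sec after 15 min with substrate at room temperature.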
Active calls of the source: *; & = joins results of further samples; [ ] = another dose, or the depositor's remark. Unless noted, calls come from the whole dose curve; as a rule, active = well fitted curve in the direction sought with a large enough effect; inconclusive = small, poorly fitted or top-dose-only effect, or another doubt; inactive = no such curve, though single readings can be large; an effect the other way counts as inactive or inconclusive. Unless noted, % is set by controls: 0 for no effect and ±100 for the full control effect.

Results for COC(=O)c1cccc(N2C(=O)c3cccnc3C2=O)c1 ?
AMA1-RON2 inh: 9%; AmpC inh detg: -16%; AmpC no deterg: 9%; Tb PYK inh: 2%; HCMV inh: 57; LmPK inh: 1%; HCV inh: 5%

What do the screens show for `CCCCCCSc1ccc(-c2nc3ccc(C)cn3c2NCc2ccccc2)cc1OC`?
AMA1-RON2 inh: 29%&-5%; AmpC inh detg: inconclusive; AmpC no deterg: 1%; Tb PYK inh: -1%&5%; HCMV inh: 64; HCV inh: -8%

Results for COc1cccc(CN(C)C(=O)/C=C/c2ccc(S(=O)(=O)N3CCCCCC3)cc2)c1 ?
AMA1-RON2 inh: -4%; AmpC inh detg: -1%; AmpC no deterg: 58%; Tb PYK inh: -1%; HCMV inh: -25; LmPK inh: -1%; HCV inh: inconclusive

Results for Cc1onc(-c2ccccc2Cl)c1C(=O)N1CCc2ccccc2C1 ?
AMA1-RON2 inh: -1%; AmpC inh detg: 3%; Tb PYK inh: -3%; HCMV inh: 2; LmPK inh: 3%; HCV inh: -20%

How did CCOC(=O)c1c(S(=O)(=O)N(C)Cc2ccccc2)c(C)n(C)c1C do in these assays?
AMA1-RON2 inh: 0%; AmpC inh detg: 0%; AmpC no deterg: 34%; Tb PYK inh: -9%; HCMV inh: inconclusive; LmPK inh: 0%; HCV inh: -11%

Results for Cc1ccc(S(=O)(=O)n2nc(C)c(Br)c2C)c(C)c1C ?
AMA1-RON2 inh: 1%; AmpC inh detg: -7%; AmpC no deterg: -6%; Tb PYK inh: -5%; HCMV inh: -7; LmPK inh: -1%; HCV inh: 6%

Results for Cc1cccc(C)c1NC(=O)COC(=O)c1cc[n+]([O-])cc1 ?
AMA1-RON2 inh: 25%; AmpC inh detg: 0%; AmpC no deterg: -15%; Tb PYK inh: 3%; HCMV inh: 11; HCV inh: 20%

What do the screens show for `Cn1nnnc1SCC(=O)Nc1cc(S(=O)(=O)N2CCCC2)ccc1Cl`?
AMA1-RON2 inh: 5%; AmpC inh detg: inconclusive; AmpC no deterg: -17%; Tb PYK inh: -5%; HCMV inh: 9; LmPK inh: 4%; HCV inh: 1%

What do the screens show for `Cc1ccc(C2OC(=O)c3ccccc32)cc1` (configuration not stated)?
AMA1-RON2 inh: -2%; AmpC inh detg: inconclusive; AmpC no deterg: -6%; Tb PYK inh: -4%; HCMV inh: -31; LmPK inh: 3%; HCV inh: 43%[activator]

How did CCOC(=O)C1=C(C)NC(=O)NC1c1ccc(-c2ccc(F)cc2)o1 (configuration not stated) do in these assays?
AMA1-RON2 inh: -12%; AmpC inh detg: inconclusive; AmpC no deterg: -20%; Tb PYK inh: -4%; HCMV inh: 25; LmPK inh: 1%; HCV inh: inconclusive

What do the screens show for `CCOc1cc(/C=N/NC(=O)C(=O)NCC2CCCO2)ccc1OCC(=O)N1CCOCC1` (configuration not stated)?
AMA1-RON2 inh: 7%; AmpC inh detg: inconclusive; AmpC no deterg: -2%; Tb PYK inh: 4%; HCMV inh: 47; LmPK inh: 3%; HCV inh: -7%

How did CCn1c(C(=O)N2CCC(C(=O)N3CCN(c4cc(C)ccc4C)CC3)CC2)cc2sccc21 do in these assays?
AmpC inh detg: -3%; Tb PYK inh: -5%; HCMV inh: -30

What do the screens show for `O=C(CSc1nc2c([nH]c3ccccc32)c(=O)n1-c1ccccc1)Nc1ccc2c(c1)OCO2`?
AmpC inh detg: -10%; Tb PYK inh: -3%; HCMV inh: -39

How did CN(C)CCCNc1oc(/C=C/c2ccccc2)nc1C#N do in these assays?
AMA1-RON2 inh: 11%; AmpC inh detg: 4%; AmpC no deterg: -1%; Tb PYK inh: -3%; HCMV inh: 19; LmPK inh: -2%; HCV inh: 0%

How did O=C(NC(=S)Nc1ccccc1N1CCCC1)c1cccs1 do in these assays?
AMA1-RON2 inh: 35%[activator]; AmpC inh detg: -5%; AmpC no deterg: -46%; Tb PYK inh: -6%; HCMV inh: 68; LmPK inh: 0%; HCV inh: inconclusive

How did CC(=O)Nc1ccc(NC(=O)[C@@H](NC(=O)c2ccccc2F)C(C)C)cc1 do in these assays?
AMA1-RON2 inh: 28%; AmpC inh detg: -6%; AmpC no deterg: -13%; Tb PYK inh: -9%; HCMV inh: -6; LmPK inh: 4%; HCV inh: 12%

What do the screens show for `CCOc1ccc(-c2nc3c(C#N)c[nH]n3c2NC2CCCCC2)cc1`?
AmpC inh detg: 8%; Tb PYK inh: -1%; HCMV inh: -2

What do the screens show for `CC(OC(=O)C1CC(O)CN1S(=O)(=O)c1ccccc1[N+](=O)[O-])C(=O)N1CCCCC1` (configuration not stated)?
AMA1-RON2 inh: 9%; AmpC inh detg: -4%; AmpC no deterg: -4%; Tb PYK inh: -16%; HCMV inh: 38; LmPK inh: 2%; HCV inh: 10%

How did CN1CCN(C(c2ccccc2)c2ccc(Cl)cc2)CC1 (configuration not stated) do in these assays?
AMA1-RON2 inh: 14%; AmpC inh detg: -14%; AmpC no deterg: 41%; Tb PYK inh: -5%; HCMV inh: -10; HCV inh: inconclusive

Results for FCCCOc1ccc(-c2nccc(-c3ccc(Br)cc3)n2)cc1 ?
AMA1-RON2 inh: -1%; AmpC inh detg: 1%; AmpC no deterg: inconclusive; Tb PYK inh: 0%; HCMV inh: -13; LmPK inh: -7%; HCV inh: -13%

Three records drawn at random from the list so far, as already listed:
What do the screens show for `CC(OC(=O)C1CC(O)CN1S(=O)(=O)c1ccccc1[N+](=O)[O-])C(=O)N1CCCCC1` (configuration not stated)?
AMA1-RON2 inh: 9%; AmpC inh detg: -4%; AmpC no deterg: -4%; Tb PYK inh: -16%; HCMV inh: 38; LmPK inh: 2%; HCV inh: 10%

What do the screens show for `O=C(CSc1nc2c([nH]c3ccccc32)c(=O)n1-c1ccccc1)Nc1ccc2c(c1)OCO2`?
AmpC inh detg: -10%; Tb PYK inh: -3%; HCMV inh: -39

How did CN(C)CCCNc1oc(/C=C/c2ccccc2)nc1C#N do in these assays?
AMA1-RON2 inh: 11%; AmpC inh detg: 4%; AmpC no deterg: -1%; Tb PYK inh: -3%; HCMV inh: 19; LmPK inh: -2%; HCV inh: 0%

(more compounds)
What do the screens show for `COCCN(C(=O)c1ccc(-c2ccc([N+](=O)[O-])cc2)o1)c1c(N)n(CC(C)C)c(=O)[nH]c1=O`?
AMA1-RON2 inh: -18%; AmpC inh detg: 3%; AmpC no deterg: -8%; Tb PYK inh: 3%; HCMV inh: -20; HCV inh: 6%

How did O=C(CSc1nnc(-c2cnccn2)n1Cc1ccco1)c1ccccc1 do in these assays?
AMA1-RON2 inh: -7%; AmpC inh detg: -19%; AmpC no deterg: -10%; HCMV inh: -33; LmPK inh: 2%; HCV inh: 3%

Results for CC(C)c1ccc(C(O)P(=O)(OCc2ccccc2)c2ccc(N(C)C)cc2)cc1 (configuration not stated) ?
AMA1-RON2 inh: -10%; AmpC inh detg: 1%; AmpC no deterg: 86%[activator]; Tb PYK inh: 1%; HCMV inh: 3; LmPK inh: 6%; HCV inh: inconclusive

How did COC(=O)c1c(NC(=O)COC(=O)c2ccc(Cl)nc2)sc(C)c1C do in these assays?
AMA1-RON2 inh: 12%; AmpC inh detg: -6%; AmpC no deterg: -13%; Tb PYK inh: 1%; HCMV inh: 2; HCV inh: 1%

What do the screens show for `O=[N+]([O-])C1=C(Nc2cccc3ccccc23)CS(=O)(=O)C1`?
AMA1-RON2 inh: 5%; AmpC inh detg: -5%; AmpC no deterg: -14%; Tb PYK inh: 1%; HCMV inh: 19; LmPK inh: -5%; HCV inh: 6%

Results for CC(=O)c1cccc(NC(=O)C(OC(=O)c2cccs2)c2ccccc2)c1 (configuration not stated) ?
AMA1-RON2 inh: 2%; AmpC inh detg: 4%; AmpC no deterg: -59%; Tb PYK inh: -1%; HCMV inh: -14; LmPK inh: 5%; HCV inh: 12%

What do the screens show for `CN(C)c1cccc(N(C)C)c1CNC(=O)NC(=O)c1c(F)cccc1F`?
AMA1-RON2 inh: 0%; AmpC inh detg: -6%; AmpC no deterg: 31%; Tb PYK inh: 4%; HCMV inh: -9; LmPK inh: 1%; HCV inh: -16%

How did CCN(CC)S(=O)(=O)c1ccc(=O)[nH]c1 do in these assays?
AMA1-RON2 inh: -7%; AmpC inh detg: 4%; AmpC no deterg: -16%; Tb PYK inh: -5%; HCMV inh: 41; LmPK inh: 2%; HCV inh: 6%

What do the screens show for `CNc1c(NS(=O)(=O)c2ccc(F)cc2)c(=O)oc2ccccc12`?
AMA1-RON2 inh: -8%; AmpC inh detg: -1%; AmpC no deterg: -19%; Tb PYK inh: -1%; HCMV inh: 24; LmPK inh: 1%; HCV inh: 8%

How did CCOC(=O)C(OC(=O)c1sc(=S)n(C)c1C)C(C)=O (configuration not stated) do in these assays?
AMA1-RON2 inh: -3%; AmpC inh detg: -10%; AmpC no deterg: -22%; Tb PYK inh: -5%; HCMV inh: -31; LmPK inh: -2%; HCV inh: 9%

How did Cc1cccc(CNC(=O)Cc2csc3ccccc23)c1 do in these assays?
AmpC inh detg: -12%; Tb PYK inh: 0%; HCMV inh: 40

Results for CC(=O)N1c2ccc(S(=O)(=O)N3CCCC(C(=O)N4CCCC(C)C4)C3)cc2CC1C (configuration not stated) ?
AMA1-RON2 inh: 8%; AmpC inh detg: 3%; AmpC no deterg: 138%[activator]; Tb PYK inh: -1%; HCMV inh: inconclusive; LmPK inh: 2%; HCV inh: inconclusive

How did O=C(c1cccs1)[C@@H]1[C@@H]2C(=O)N(Cc3ccc4c(c3)OCO4)C(=O)[C@@H]2C2c3ccccc3C=CN21 (some centres not stated) do in these assays?
AmpC inh detg: 1%; AmpC no deterg: -30%; LmPK inh: 4%

What do the screens show for `O=c1[nH][nH]c(C(F)(F)F)c1C=NCc1ccccc1Cl`?
AMA1-RON2 inh: 48%[activator]; AmpC inh detg: 2%; AmpC no deterg: -21%; Tb PYK inh: 1%; HCMV inh: 21; LmPK inh: -1%; HCV inh: -9%

What do the screens show for `CCOC(=O)C1CCN(C(=O)c2cc3cc(Cl)ccc3[nH]2)CC1`?
AMA1-RON2 inh: 2%; AmpC inh detg: 5%; AmpC no deterg: 63%[activator]; Tb PYK inh: -2%; HCMV inh: 75; LmPK inh: -4%; HCV inh: -5%

Results for O=C(N/N=C/c1cccc(C(F)(F)F)c1)c1cc2c(s1)-c1ccccc1CC2 ?
AMA1-RON2 inh: 0%; AmpC inh detg: -4%; AmpC no deterg: 0.16µM*; Tb PYK inh: -4%; HCMV inh: -32; LmPK inh: 3%; HCV inh: -2%
